IEC-6 cytotox = kills IEC-6 intestinal cells in KLF5 counter-screen. hit rate 0.78% among 290,000. inhibition, % at 5 µM. IEC-6 cytotoxicity, luminescence viability; in the data active = inhibition above about 22%;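 note: 0% = plate median of test compound wells and 100% = cytotoxic reference compound wells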
HSP90 inh = blocks HSP90-mediated luciferase refolding in reticulocyte lysate; inhibition, % at 5.6 µM; Rabbit reticulocyte lysate, luciferase refolding luminescence, 3 h; hit rate 0.91% among 290,000;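 active = inhibition above the screen-wide mean plus 3 SD, computed separately per campaign, cut at about 16% in these data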;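 note: 0% = DMSO wells and 100% = 60 µM geldanamycin wells; inhibitors lower the luminescence because luciferase stays unfolded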
HSF1 inh = HSF1 inhibition | NIH3T3-HGL HSE-luciferase, MG132-induced, luminescence 8 h; active compounds read low | activity change, negative = inhibition, % at 7.5 µM (by protocol) | hit rate 0.77% among 300,000 | AID 2098;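 active = more than half of replicate wells show activity change below -50%, luminescence cut by over half; inconclusive = some wells, but at most half, below -50%; inactive = no replicate well below -50%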;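 note: luciferase reports HSF-1 transcriptional activity via heat shock element; 0% = median of DMSO wells and -100% = zero luminescence signal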
GSK3 alpha inh = blocks human GSK-3 alpha kinase; inhibition, % at 10 µM; hit rate 0.1% among 320,000; ADP-Glo luminescence, 60 min;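 in the data active = inhibition above about 50%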;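 note: GST-tagged GSK-3 alpha with peptide substrate and 25 µM ATP; 0% = DMSO neutral wells and 100% = GW8510 positive control wells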
Target sequence (P49840 whole entry, looked up): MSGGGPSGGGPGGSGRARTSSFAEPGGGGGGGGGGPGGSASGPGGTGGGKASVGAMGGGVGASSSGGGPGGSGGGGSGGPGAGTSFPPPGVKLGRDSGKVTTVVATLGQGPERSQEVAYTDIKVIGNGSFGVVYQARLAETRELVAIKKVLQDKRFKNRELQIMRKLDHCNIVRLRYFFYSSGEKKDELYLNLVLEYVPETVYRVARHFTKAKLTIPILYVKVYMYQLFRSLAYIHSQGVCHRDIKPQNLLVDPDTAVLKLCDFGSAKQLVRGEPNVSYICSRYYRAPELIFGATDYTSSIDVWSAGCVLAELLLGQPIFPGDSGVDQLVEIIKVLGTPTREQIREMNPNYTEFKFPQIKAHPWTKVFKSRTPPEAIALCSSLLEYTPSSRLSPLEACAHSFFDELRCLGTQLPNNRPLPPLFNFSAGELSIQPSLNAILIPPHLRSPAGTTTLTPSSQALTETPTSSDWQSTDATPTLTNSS
aSyn 5UTR inh = MLPCN primary screen, SNCA 5' untranslated region | hit rate 0.82% among 300,000 | alpha-synuclein 5'UTR reporter, inhibitor activity | inhibition, % (tested at 7.5 µM); in the data active = inhibition above about 60%; inconclusive = no clear call, values can overlap the other calls;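 note: H4 neuroglioblastoma cells stably carrying SNCA 5'UTR luciferase fusion; 0% = DMSO wells and 100% = positive control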
HSF1 activator = increases HSF-1 driven luciferase reporter signal | hit rate 1.7% among 300,000 | AID 504408 | NIH3T3-HGL HSF-1 luciferase reporter, MG132, 8 h; 100% = twice DMSO control signal | activation, % at 9 µM;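 active = mean replicate activation of at least 50% with a set share of replicates each reaching 50%; inconclusive = only one of those two conditions met; inactive = mean below 50% and too few replicates reaching it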;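 note: 0% = median of the neutral control wells and 100% = twice that signal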
KLF5 inh = kruppel-like factor 5 inhibition; DLD-1 KLF5 promoter-luciferase reporter, luminescence; inhibition, % at 5 µM; hit rate 0.23% among 290,000; AID 1700;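 active = inhibition above a per-plate limit of that plate's mean compound inhibition plus 3 SD, cut at about 60% in these data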;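 note: 0% = DMSO wells and 100% = LY294002 at 200 µM; higher means less KLF5 promoter-driven luciferase light; inactives centre near -14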
GSK3beta inhib = blocks human GSK3beta kinase activity | GST-GSK3beta kinase, ADP-Glo luminescence, 60 min; active compounds read low | activity score (negative = inhibition), % at 10 µM | hit rate 0.038% among 300,000;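 active = more than half of replicate wells score below -50%, meaning over 50% inhibition versus plate controls; inconclusive = some replicates but at most half score below -50%; inactive = no replicate scores below -50%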;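 note: 0% = median DMSO wells and -100% = median GW8510 positive control wells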
Target sequence (P49841 whole entry, looked up): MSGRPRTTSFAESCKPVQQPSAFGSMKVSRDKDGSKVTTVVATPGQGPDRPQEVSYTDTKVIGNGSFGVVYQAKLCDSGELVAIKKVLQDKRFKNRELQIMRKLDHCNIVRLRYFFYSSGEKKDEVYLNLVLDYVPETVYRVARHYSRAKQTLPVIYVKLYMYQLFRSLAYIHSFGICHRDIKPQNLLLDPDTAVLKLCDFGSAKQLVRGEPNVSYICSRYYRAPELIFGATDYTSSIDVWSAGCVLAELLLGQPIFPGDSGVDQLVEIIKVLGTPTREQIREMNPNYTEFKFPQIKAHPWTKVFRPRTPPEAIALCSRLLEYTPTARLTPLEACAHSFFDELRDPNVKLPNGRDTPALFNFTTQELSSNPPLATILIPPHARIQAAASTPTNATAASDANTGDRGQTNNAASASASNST
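Test system: GST-tagged human GSK3beta kinase, cell-free; evaluation: activity score scaled between in-plate DMSO and GW8510 controls; measured by: ADP-Glo luminescence; incubation: 60 min reaction, RT; benchmarks: DMSO and 20 µM GW8510; reagent: peptide substrate plus 25 µM ATP (final); medium: Tris/MgCl2 kinase buffer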
Platelet DG rel = platelet dense granule release activity; hit rate 0.22% among 300,000; inhibition, %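 (compounds screened at 7.5 µM in platelet-rich plasma)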; human platelet-rich plasma, SFLLRN dense granule ATP release, luminescence; AID 1663;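 active = mean replicate score, as percent of positive control, at or above 50; inconclusive = mean below 50 but at least one replicate at or above 50; inactive = mean and every replicate below 50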
DYRK1A inh = inhibitors of rat Dyrk1A kinase; ADP-Glo luminescence, NFATc1 peptide; inhibition, % at 12.5 µM; Q63470; hit rate 0.43% among 310,000; in the data active = inhibition above about 50%;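 note: plate controls were vehicle with enzyme for no effect and no enzyme for full effect; many of its hits are not listed in these tables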
The depositor's hits bear a star; u = inconclusive; x = not tested or not shown.

SMILES	HSP90 inh	aSyn 5UTR inh	Platelet DG rel	DYRK1A inh	GSK3beta inhib	KLF5 inh	GSK3 alpha inh	IEC-6 cytotox	HSF1 activator	HSF1 inh
C[C@H]([C@@H](N)C(=O)N[C@@H](C(=O)O)[C@@H]1O[C@H](n2ccc(=O)[nH]c2=O)[C@@H](O)[C@H]1O)[C@@H](O)c1ccc(O)cn1	9	19	-3	-2	-3	17	-2	5	-6	0
O=Cc1cn(CC(=O)Nc2ccc3c(c2)OCO3)c2ccccc12	2	41	-1	-2	1	-16	-5	4	5	-6
CCCCC(=O)Nc1ccc2oc(-c3cccnc3)nc2c1	-3	x	x	3	1	-56	-4	3	x	x
CCc1nnc(NC(=O)c2cc(C)oc2C)s1	9	-88	-11	-7	0	-95	0	6	27	29
CCCCCn1c(=O)[nH]c2cc(C(=O)N3CCN(C(=O)OCC)CC3)ccc2c1=O	0	20	1	5	x	9	-1	2	5	-1
COc1ccc(OC)c(C2C(C(=O)c3cccs3)=C(O)C(=O)N2CCN(C)C)c1 (centres undefined)	-2	-4	-2	3	-1	-44	-2	3	-12	-3
Cc1cc(C(F)F)n2nc(C(=O)NCc3ccccc3F)nc2n1	-4	-8	10	2	-3	1	0	-3	0	-4
Cc1nn(C)cc1CNC(=O)c1cc2n(n1)C(C(F)(F)F)CC(c1cccs1)N2 (centres undefined)	0	18	0	3	-1	-6	9	8	8	-7
O=C(Nc1cccnc1)c1coc(=O)c2ccccc12	2	4	1	0	2	-12	0	-4	-66	u
Cc1ccc(SCC(=O)Nc2cccc(-c3nnc(-c4ccco4)o3)c2)cc1	2	-144	23	9	1	-47	3	-6	41	26
Cn1cccc1Cc1nnc(SCC(=O)Nc2ccc(F)cc2F)n1-c1ccc(F)cc1	2	0	1	9	-3	-12	-1	4	-63	-49
CSc1nc(-c2ccccc2)nc(N)c1C(C)=O	-3	-26	2	x	3	-8	-1	1	-1	-12
COc1cc(-c2cc[n+](C)cc2)ccc1O	x	0	1	-1	0	x	-2	x	-4	0
O=C1C(Cc2ccccc2)Nc2ncnc(N3CCc4ccccc4C3)c2N1Cc1ccc(Cl)cc1 (centres undefined)	x	26	2	2	0	x	-5	x	30	20
NNC(=O)c1cnn(Cc2ccccc2)c1N	0	7	0	-12	-2	-17	1	3	-1	-6
CCOc1ccc(-c2cnc3n2CCCCC3)cc1	-1	-9	0	14	1	-24	0	-5	21	8
CN(CC(=O)Nc1ccc(C(N)=O)cc1)CC(=O)Nc1ccccc1Br	-3	-3	5	3	-1	-3	-1	-6	2	1
O=C(Nc1cc(C(F)(F)F)ccc1Cl)C(=O)N1CCCCC1	-2	-8	-9	1	1	-19	-2	2	10	2
Cc1ccc(CN2CCN(Cc3ccc(O)cc3)CC2CCO)o1 (centres undefined)	-5	-12	-3	4	-1	-28	-1	0	-2	-1
CC(C)c1nccn1S(=O)(=O)c1cc(Cl)ccc1Cl	-4	10	-2	1	1	-7	-6	-7	-1	1
COc1ccc(NS(=O)(=O)c2cccc(C(=O)N3CCCCCC3)c2)cc1	x	8	5	-4	2	x	0	x	5	-3
COCCCn1c(=N)c(C(=O)NC2CCCCC2)cc2c(=O)n3ccccc3nc21	4	-16	4	-6	0	3	-1	4	-7	-1
COCCn1c(C)cc(/C=N/NC(=O)c2cccnc2)c1C	0	-41	14	8	0	1	1	2	-47	-35
COc1ccc(-c2cc(C(=O)N3CCN(c4ccccc4)CC3)no2)cc1	-2	-156	1	1	1	-68	-3	8	19	9
COc1ccc([N+](=O)[O-])cc1N(CC(=O)N1CCCCC1)S(C)(=O)=O	2	-17	0	-7	0	-15	-2	-3	4	2
NC(=O)NCCC1=CCCCC1	0	-23	0	0	0	-35	-4	2	-4	-1
Cc1cc2nc(C3CCN(CC4COc5ccccc5O4)CC3)[nH]c2cc1C (centres undefined)	-2	11	0	-3	0	-26	2	3	-4	-2
O=C(NCc1ccco1)c1cc(S(=O)(=O)N2CCOCC2)ccc1Cl	0	13	3	4	-2	-7	-1	-1	3	-1
CC(=O)NC1=NN(C(C)=O)C(C)(CS(=O)(=O)c2ccc(C)c(C)c2)S1 (centres undefined)	2	1	-5	6	5	-13	-5	4	-21	2
CC(=O)N(C)c1nc(-c2ccc(Cl)cc2)cs1	-6	-116	2	-4	2	-62	-1	-5	-5	13
Cc1ccc(S(=O)(=O)NC(C)C(c2cccs2)N2CCOCC2)cc1 (centres undefined)	9	17	5	1	-1	-13	1	4	-25	-3
Cc1ccc(C(=O)N2N=C(c3ccc(Br)cc3)CC2c2ccccc2O)cc1 (centres undefined)	2	-7	10	-5	1	4	0	4	-2	4
COc1ccc(C)cc1NC(=O)CSc1nc2scc(C)c2c(=O)[nH]1	-5	-23	1	-1	-2	-24	-1	2	25	15
Cc1ccc(OC(=O)CN2C(=O)c3ccccc3C2=O)cc1C	-4	-7	3	-5	1	-34	-2	1	8	-1
COc1ccc(C(=O)NC(=S)Nc2ccccc2N2CCOCC2)cc1Br	-3	-31	1	-1	3	-10	-2	-4	11	-1
Cc1cc2c(cc1C)/C(=C\C(N)=O)NC(C)(C)C2	0	19	2	6	2	-9	0	-2	-28	-3
COc1cc(CN2CCCC(CO)(Cc3ccccc3F)C2)ccc1O (centres undefined)	1	2	2	2	4	-32	-1	-6	-3	-3
CC(=O)Oc1ccc2cc(-c3ccccc3)c(=O)oc2c1	0	-163	36	-1	0	-94	2	-2	15	3
COc1ccc(CCN(C)CCC(=O)Nc2cc(C)ccc2C)cc1OC	1	6	0	4	7	-21	5	-4	16	4
COc1ccc(/C=N/n2c(C)nc3sc(C)c(C)c3c2=O)cc1OC	-4	28	-16	-1	2	-24	0	-2	-4	-2
O=[N+]([O-])c1cccc(CSc2nnc3ccccn23)c1	1	-17	-2	2	2	-25	1	-4	35	0
Cc1ccc(Cn2nc(-c3ccccc3)nc2-c2ccccc2)cc1	-5	-154	-8	-4	2	-5	-1	1	30	29
O=S(=O)(Cc1ccccc1Cl)N1CCCC1	-1	-1	-8	1	-6	-7	1	-3	1	-9
CSc1nnc(-c2cc3c(s2)-c2ccccc2CC3)o1	6	-169	5	-5	-1	17	10	8	34	34
Cc1cc(C(=O)COC(=O)c2nc3nccc(C)n3n2)c(C)n1CC1CCCO1 (centres undefined)	3	9	-3	-1	2	-11	-4	1	10	8
COc1cc(Cl)c(C)cc1NC(=O)COc1cc(C)nc(C(C)C)n1	1	6	1	-4	-4	-32	-3	2	12	-4
COc1ccccc1N1CCN(S(=O)(=O)c2cnc[nH]2)CC1	0	-14	6	8	4	-30	-1	3	-20	0
Cc1c(NC(=O)c2ccc3c(c2)C(=O)N(CC2CCCO2)C3=O)cccc1C(=O)O (centres undefined)	8	-17	7	-5	-3	-32	-3	0	0	-1
CCc1ccc2[nH]c(=O)c(CN(CCO)C(=O)NCc3ccccc3)cc2c1	x	7	3	-1	-4	x	0	x	3	7
C/C(=N/NC(=O)CNC(=O)c1ccncc1)c1ccc(Cl)cc1	0	-16	-7	-1	2	5	3	3	1	4

Next part
SMILES	HSP90 inh	aSyn 5UTR inh	Platelet DG rel	DYRK1A inh	GSK3beta inhib	KLF5 inh	GSK3 alpha inh	IEC-6 cytotox	HSF1 activator	HSF1 inh
N#Cc1c(-c2ccccc2)c(-c2ccccc2)nn(CC(=O)NNC(=O)Nc2ccc(Cl)c(Cl)c2)c1=O	6	34	-1	4	-4	6	0	-1	7	17
CCC(=O)Nc1cccc(NC(=O)c2ccc(C)c([N+](=O)[O-])c2)c1	-1	-6	19	8	1	-10	-2	3	24	-2
Cc1ccc(Cl)cc1N1CCN(C(=O)C2CCC(=O)N(C3CCCCCC3)C2)CC1 (centres undefined)	1	6	19	10	1	-17	-1	4	1	0
O=C(N/N=C/c1cc(Br)c(Br)o1)c1cc2ccccc2o1	-1	-47	-3	-3	0	-24	3	-2	17	7
CCCCOC(=O)CNc1n[nH]c(=S)[nH]c1=O	5	x	-3	4	3	-16	-1	5	x	x
Cc1ccc(-c2nc3ccccc3o2)cc1NC(=S)NC(=O)/C=C/c1ccco1	1	-33	0	1	4	-26	-1	-1	48	18
Nc1c(C(=O)N2CCCC2)sc2nc(-c3ccccc3)ccc12	3	-190	13	3	5	-23	1	-4	16	14
CC(C)CC(=O)Nc1ccccc1N1CCOCC1	-2	7	-2	-2	1	-8	-1	1	-8	-5
O=C(CN1C(=O)c2ccc([N+](=O)[O-])cc2C1=O)Nc1cc(S(=O)(=O)N2CCOCC2)ccc1Cl	x	-3	-4	x	x	x	0	x	2	-3
O=C(NCC(O)c1ccc([N+](=O)[O-])cc1)c1cccc(S(=O)(=O)N2CCCC2)c1 (centres undefined)	-6	4	0	-2	2	-29	-1	-4	35	11
COc1ccc(C2C=C(c3ccc(Cl)cc3)Nc3nc(NC(C)=O)nn32)cc1 (centres undefined)	1	x	x	x	x	-35	-2	0	x	x
COc1ccc(CCNC(=S)Nc2ccc(OC)cc2)cc1	0	4	-2	x	0	-24	0	0	34	1
Cc1cc(-c2nnc(SCC(=O)Nc3cccc(C)c3C)n2N)n[nH]1	2	4	7	-1	-2	14	x	3	4	0
C/C(=N\Nc1nc(C(C)(C)C)cs1)c1ccccc1	-6	-160	-1	-1	-17	-195	-1	2	45	35
CCSc1nnc(C)c(=O)n1COC(=O)c1ccc(S(=O)(=O)N2CCCC2)cc1	2	9	4	4	2	-40	9	-2	-7	3
O=C1NCCN(Cc2cccc(Oc3ccccc3)c2)C1CC(=O)N1CCCCC1 (centres undefined)	-1	12	-6	0	1	-31	-1	-4	5	1
COc1ccc(CCNC(=O)CN2CCN(Cc3ccccc3F)C2=O)cc1OC	-6	15	0	-5	-1	-4	-1	1	-79	-74*
Cc1[nH]nc(SCC(=O)NC2CCCCC2)c1[N+](=O)[O-]	0	10	6	-1	1	-5	-2	2	2	-8
CC1(C)Cc2ccccc2C(Nn2cnnc2)=N1	-2	25	-2	-9	-5	-2	-1	2	-3	-9
Cc1ccc(-n2nc3ccc(NC(=S)NC(=O)/C=C/c4ccco4)cc3n2)cc1	-6	-96	-1	-1	2	-57	-1	-3	-1	11
COc1ccc(OC)c(/C=N/NC(=O)c2csc3ccccc23)c1	-1	-11	8	10	3	5	-6	4	15	2
CCOC(=O)C1=NNC2(CC(=O)N(c3cc(C)cc(C)c3)C2=O)C1 (centres undefined)	-1	18	0	0	2	14	-2	-2	1	-15
Cc1cccc(Cn2c(N3CCN(c4ccccc4)CC3)nc3c2c(=O)n(C)c(=O)n3C)c1	-2	25	2	0	3	-17	0	-4	10	4
N#CCSc1nnc(Cc2cccc3ccccc23)n1C1CCCCC1	2	3	17	-4	4	0	1	-2	10	12
c1ccc(OCc2nc(-c3ccccc3)no2)cc1	0	-202	-1	8	x	-18	1	-2	31	18

Source: PubChem

This is a subset; the hit share may differ from the screen's.
